WRN inhibitor: qHTS for Inhibitors of WRN Helicase; Potency, µM (doses to about 114 µM), without a hit: at the top dose activity change, negative = inhibition, most hits filed as inhibitors; WRN helicase unwinding, fluorescent forked duplex, kinetic; AID 651768, 2012; 360,000 tested, 0.46% active; also: potency is read from the fitted curve at half-maximal effect; % is scaled to controls: 0 for no effect and ±100 for the full control effect; nearly all actives have a fitted effect of over 55% in size
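Kinetic red-fluorescence monitoring (525/598 nm) tracks WRN helicase activity after 100 nM fluorophore-quencher forked duplex and 2 mM ATP are added to 20 nM enzyme pretreated 15 min at room temperature with compound.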
EPAC1 agonist: qHTS for Agonist of cAMP-regulated guanine nucleotide exchange factor 3 (EPAC1): primary screen. Rap guanine nucleotide exchange factor 3 (Homo sapiens), O95398. AID 720707, 2013. 360,000 tested, 0.073% active. Potency, µM (series often up to 154 µM), inactives show at the highest dose activation, actives largely listed as activators. EPAC1 agonist qHTS, biochemical assay; response scale: 100% = response to 6.5 mM cAMP; also: potency is read from the fitted curve at half-maximal effect; nearly all actives have a fitted effect of over 60% in size
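Compounds were pinned as a concentration titration into mixtures of EPAC1 (100 nM), BODIPY-GDP-loaded Rap1B (250 nM) and GDP (50 uM). After 5 min at room temperature, fluorescence was followed for 30 min; activity was scaled to 6.5 mM cAMP.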
PLK1 PBD block: qHTS for Inhibitors of PLK1-PDB (polo-like kinase 1 - polo-box domain): Primary Screen | 360,000 tested, 2.8% active | Plk1 PBD binding of FITC phosphopeptide, fluorescence polarization | Potency, µM, for inactives: max response, negative = inhibition, usual class: inhibitors | Serine/threonine-protein kinase PLK1 (Homo sapiens), P53350 | AID 720504, 2013; also: potency is read from the fitted curve at half-maximal effect; series mostly up to about 57 µM; % is scaled to controls: 0 for no effect and ±100 for the full control effect; nearly all actives have a fitted effect of over 65% in size
Target sequence (P53350 whole entry, looked up, the tested form may be a part): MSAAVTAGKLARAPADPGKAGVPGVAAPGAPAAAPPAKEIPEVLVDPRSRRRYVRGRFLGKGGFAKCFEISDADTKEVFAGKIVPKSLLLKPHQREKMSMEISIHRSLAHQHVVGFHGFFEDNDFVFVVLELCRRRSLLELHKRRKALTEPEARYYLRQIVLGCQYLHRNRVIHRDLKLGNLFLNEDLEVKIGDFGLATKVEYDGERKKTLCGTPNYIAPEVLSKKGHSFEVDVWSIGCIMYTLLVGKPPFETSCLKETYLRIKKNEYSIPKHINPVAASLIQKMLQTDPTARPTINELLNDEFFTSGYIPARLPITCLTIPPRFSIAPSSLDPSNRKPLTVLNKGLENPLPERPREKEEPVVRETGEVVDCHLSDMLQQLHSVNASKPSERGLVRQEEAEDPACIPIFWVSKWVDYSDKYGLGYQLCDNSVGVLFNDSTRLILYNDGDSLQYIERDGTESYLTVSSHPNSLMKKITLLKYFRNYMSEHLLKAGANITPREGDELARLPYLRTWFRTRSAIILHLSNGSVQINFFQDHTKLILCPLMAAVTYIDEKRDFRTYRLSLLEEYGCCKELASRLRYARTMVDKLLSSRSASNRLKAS
EPAC2 ag: qHTS for Agonist of cAMP-regulated guanine nucleotide exchange factor 4 (EPAC2): primary screen; 360,000 tested, 0.079% active; EPAC2 activation, biochemical qHTS; response scale: 100% = 6.5 mM cAMP response; Potency, µM (series often up to 154 µM), without a hit: at the highest dose activation, actives largely listed as activators; Rap guanine nucleotide exchange factor 4 (Homo sapiens), Q8WZA2; AID 720711, 2013; also: potency is read from the fitted curve at half-maximal effect; nearly all actives have a fitted effect of over 50% in size
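Exchange assay: 100 nM EPAC2 with 250 nM Rap1B-BODIPY-GDP and 50 uM GDP. Fluorescence (ex 480/em 540 nm) read every 5 min for 30 min at room temperature. Data normalized to 6.5 mM cAMP as agonist control.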
PI5P4K alpha inh: qHTS for Inhibitors of phosphatidylinositol 5-phosphate 4-kinase (PI5P4K); max response, %; PI5P4Kalpha enzyme, ADP-Glo luminescence, 60 min; hits give low values; 330,000 tested, 1.2% active; active = max response of -50% or lower; inconclusive = between -30% and -50%; inactive = -30% or higher; also: value at the top dose of about 77 µM; % is scaled to controls: 0 for no effect and ±100 for the full control effect
Target sequence (P48426 whole entry, looked up): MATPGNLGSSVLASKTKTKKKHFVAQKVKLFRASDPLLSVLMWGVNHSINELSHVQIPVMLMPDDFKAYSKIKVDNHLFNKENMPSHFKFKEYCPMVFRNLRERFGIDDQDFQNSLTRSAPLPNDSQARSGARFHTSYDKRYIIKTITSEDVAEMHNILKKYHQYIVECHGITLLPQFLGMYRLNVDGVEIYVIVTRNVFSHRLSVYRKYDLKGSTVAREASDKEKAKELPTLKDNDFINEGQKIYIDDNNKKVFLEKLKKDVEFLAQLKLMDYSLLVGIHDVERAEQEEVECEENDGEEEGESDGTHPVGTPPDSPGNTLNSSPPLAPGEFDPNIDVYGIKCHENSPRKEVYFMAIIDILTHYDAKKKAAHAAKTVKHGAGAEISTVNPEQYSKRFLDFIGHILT
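Compounds were pin-transferred onto PI5P4Kalpha and substrate in HEPES pH 7.4 buffer with EGTA, CHAPS and 5% DMSO. ATP (5 microM final) started the reaction, which ran 60 minutes at room temperature before ADP-Glo detection.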
CCT chaperon mod: High-Throughput Screening for Modulators of Cytosolic Chaperonin Activity | 360,000 tested, 0.3% active | purified chaperonin ATPase assay, HTRF ADP detection, 30 min | activity change, % (test concentration not listed), hits read low; in the data active = activity change below about -30%; also: % is scaled to controls: 0 for no effect and ±100 for the full control effect
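First, chaperonin was dispensed at 40 nM or 20 nM final depending on batch activity. Next, compounds were pinned at 76 uM and ATP added at 10 uM. After 30 min at 37 °C, ADP detection reagents ran 30 min at ambient temperature.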
EPAC1 antag: qHTS for Antagonist of cAMP-regulated guanine nucleotide exchange factor 3 (EPAC1): primary screen; EPAC1 GEF assay, Rap1b-BODIPY-GDP exchange fluorescence; Potency, µM (series often up to 115 µM), for the others: at the top dose activity change, negative = inhibition, usual class: inhibitors; 360,000 tested, 0.14% active;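 also: potency is read from the fitted curve at half-maximal effect; plate controls were vehicle for no effect and positive control for full effect; nearly all actives have a fitted effect of over 50% in size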
IL-2 act: qHTS of IL-2 Activators. AID 652025, 2013. 360,000 tested, 0.065% active. activation, % (series mostly up to about 46 µM). IL-2 activation reporter assay, cell-based qHTS; stimulated with anti-CD3/CD4/CD28 beads; in transgenic mouse T cells; in the data active = activation above about 50%; inconclusive = mostly about 30% to 49%; also: 0% is about no effect
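Unstimulated transgenic mouse T cells; 60-min compound exposure; bead-based TCR/CD4/CD28 stimulation; 18 h culture, 37 degrees C; dual fluorescence (EGFP, DsRed) plate cytometry.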
An asterisk follows results filed as active; [ ] = another dose, or the depositor's remark. Unless noted, calls follow the shape of the dose curve; as a rule, active = well fitted curve in the direction sought with a large enough effect; inconclusive = small, poorly fitted or top-dose-only effect, or another doubt; inactive = no such curve, though single readings can be large; an effect the other way counts as inactive or inconclusive.

CCOC(=O)c1sc(NC(=S)NC(=O)C2CC2)cc1C was read as WRN inhibitor -21%[57.1 µM], EPAC1 agonist -11%, PLK1 PBD block 6%, EPAC2 ag -7%, PI5P4K alpha inh 0, CCT chaperon mod -2.5, EPAC1 antag -9% and IL-2 act 0.8.
CNC(=O)[C@H]1O[C@@H](n2cnc3c(NCc4cccc(I)c4)ncnc32)[C@H](O)[C@@H]1O was read as WRN inhibitor -3%, EPAC1 agonist 1%, PLK1 PBD block 4%, EPAC2 ag 2%, PI5P4K alpha inh 1, CCT chaperon mod -0.8, EPAC1 antag -5% and IL-2 act -0.4.
`CC1Cc2ccccc2N1C(=O)c1cc2cccnc2n(C)c1=O` (centres undefined) gave WRN inhibitor -8%, EPAC1 agonist -1%, PLK1 PBD block -3%, EPAC2 ag 1%, PI5P4K alpha inh 0, CCT chaperon mod 2.6, EPAC1 antag -2% and IL-2 act -1.0.
`OCC[C@@H]1C[C@H](O)[C@@H](O)[C@]2(CCc3ccccc3O2)O1` gave WRN inhibitor 6%, EPAC1 agonist 1%, PLK1 PBD block -3%, EPAC2 ag 1%, PI5P4K alpha inh -6, CCT chaperon mod 1.4, EPAC1 antag 5% and IL-2 act 0.3.
Screening Cc1ccc(-c2cc(Cc3ccc(F)cc3)c(=O)[nH]n2)cc1 returned WRN inhibitor -8%, EPAC1 agonist 6%, PLK1 PBD block 0%, EPAC2 ag -1%, PI5P4K alpha inh 2, CCT chaperon mod 0.1, EPAC1 antag 1% and IL-2 act -0.3.
COc1ccc(S(=O)(=O)NC(C(=O)NCCc2ccccn2)C(C)C)cc1 (centres undefined) was read as WRN inhibitor 0%, EPAC1 agonist 3%, PLK1 PBD block -7%, EPAC2 ag 11%, PI5P4K alpha inh 0, CCT chaperon mod -1.2, EPAC1 antag -18% and IL-2 act 0.2.
For CCOc1ccccc1/C=N/Nc1cc(C)nc2ccc(C)cc12 the results were WRN inhibitor -28%, EPAC1 agonist 11%, PLK1 PBD block -6%, EPAC2 ag 8%, PI5P4K alpha inh 2, CCT chaperon mod -0.5, EPAC1 antag -9% and IL-2 act -0.2.
CCCCCn1c(SCC(=O)OCC)nc2cc(C(=O)NCc3ccco3)ccc2c1=O was read as WRN inhibitor -5%, EPAC1 agonist 1%, PLK1 PBD block -7%, EPAC2 ag -13%, PI5P4K alpha inh 4, CCT chaperon mod -0.4, EPAC1 antag -12% and IL-2 act 0.4.
`CN1CCN(C(=O)/C(=C/c2ccccc2)c2ccccc2)CC1` gave WRN inhibitor 0%, EPAC1 agonist 8%, PLK1 PBD block -11%, EPAC2 ag 13%, CCT chaperon mod -3.0, EPAC1 antag -1% and IL-2 act -1.8.
CCOc1cccc(OCCCOc2cccc3cccnc23)c1 was read as WRN inhibitor -2%, EPAC1 agonist -5%, PLK1 PBD block 2%, EPAC2 ag 8%, PI5P4K alpha inh -1, CCT chaperon mod -3.0, EPAC1 antag -19% and IL-2 act 0.8.
`CCOc1ccccc1N1CC(C(=O)Nc2ccccc2N2CCOCC2)CC1=O` (centres undefined) gave WRN inhibitor -5%, EPAC1 agonist 3%, PLK1 PBD block -7%, EPAC2 ag 3%, PI5P4K alpha inh -5, CCT chaperon mod 1.4, EPAC1 antag 0% and IL-2 act -2.4.
Screening CCCOc1ccc(N2C(=O)C/C(=C\c3ccccc3)C2=O)cc1 returned WRN inhibitor 8%, EPAC1 agonist 0%, PLK1 PBD block -13%, EPAC2 ag 4%, PI5P4K alpha inh -4, CCT chaperon mod -4.4, EPAC1 antag -4% and IL-2 act -0.9.
Screening O=C(N/N=C/c1ccc([N+](=O)[O-])cc1)c1cc(C2CC2)[nH]n1 returned WRN inhibitor 1%, EPAC1 agonist 14%, PLK1 PBD block -3%, EPAC2 ag 4%, PI5P4K alpha inh 1, CCT chaperon mod -1.2, EPAC1 antag -2% and IL-2 act -0.5.
COc1ccc(Cl)cc1S(=O)(=O)NCCCn1ccnc1 was read as WRN inhibitor -14%, EPAC1 agonist -1%, PLK1 PBD block -8%, EPAC2 ag 1%, PI5P4K alpha inh -23, CCT chaperon mod 0.8, EPAC1 antag -4% and IL-2 act -0.6.
For COc1ccc(/C=N/NC(=O)CNS(=O)(=O)c2ccc(C)cc2)cc1 the results were WRN inhibitor -10%, EPAC1 agonist 4%, PLK1 PBD block 4%, EPAC2 ag 10%, PI5P4K alpha inh -1, CCT chaperon mod 1.4, EPAC1 antag 13% and IL-2 act -0.7.
COc1ccc(NC(=O)COC(=O)C2CCC(C(C)(C)C)CC2)c([N+](=O)[O-])c1 (centres undefined) was read as WRN inhibitor -24%, EPAC1 agonist -16%, PLK1 PBD block 5%, EPAC2 ag -5%, PI5P4K alpha inh 26, CCT chaperon mod -0.3, EPAC1 antag -20% and IL-2 act 0.2.
`OC(COCc1ccco1)CN1CCN(C(c2ccccc2)c2ccccc2)CC1` (centres undefined) gave WRN inhibitor -7%, EPAC1 agonist 10%, PLK1 PBD block -2%, EPAC2 ag 0%, PI5P4K alpha inh 8, CCT chaperon mod 0.6, EPAC1 antag -12% and IL-2 act -0.5.
For N#CCc1ccc(NC(=O)Nc2cccc3ccccc23)cc1 the results were WRN inhibitor -2%, EPAC1 agonist -14%, PLK1 PBD block -9%, EPAC2 ag -3%, PI5P4K alpha inh -7, CCT chaperon mod -0.4, EPAC1 antag -9% and IL-2 act 0.3.
For CCc1cc(C(=O)N(CC)CC(=O)Nc2ccc(OC)cc2)sc1C the results were WRN inhibitor -2%, EPAC1 agonist -17%, PLK1 PBD block 1%, EPAC2 ag -7%, PI5P4K alpha inh 5, CCT chaperon mod 1.4, EPAC1 antag 3% and IL-2 act -2.5.
Screening COc1ccc(N2C(=O)CCC(C(=O)N3CCCCC3)C2c2ccc(OC)c(OC)c2)cc1 (centres undefined) returned WRN inhibitor -10%, EPAC1 agonist -3%, PLK1 PBD block 0%, EPAC2 ag -2%, PI5P4K alpha inh 0, CCT chaperon mod 1.5, EPAC1 antag -2% and IL-2 act -1.5.
Screening CC1(NC(=O)CSc2nnc(-c3ccco3)n2Cc2ccccc2)CCS(=O)(=O)C1 (centres undefined) returned WRN inhibitor 1%, EPAC1 agonist 7%, PLK1 PBD block -5%, EPAC2 ag 6%, PI5P4K alpha inh -4, CCT chaperon mod -2.2, EPAC1 antag -6% and IL-2 act -0.1.
`Fc1ccccc1COc1ccc(Br)cc1CNCc1ccncc1` gave WRN inhibitor -15%, EPAC1 agonist 2%, PLK1 PBD block 2%, EPAC2 ag 12%, PI5P4K alpha inh 3, CCT chaperon mod -1.6, EPAC1 antag -6% and IL-2 act -1.0.
Cc1ccc(-c2noc(COc3ccccc3C)n2)cc1 was read as WRN inhibitor -3%, EPAC1 agonist 5%, PLK1 PBD block -3%, EPAC2 ag 3%, PI5P4K alpha inh 24, CCT chaperon mod -3.5, EPAC1 antag 10% and IL-2 act 4.4.
`C/C=C\C(=O)Nc1cccc(C2=NOC3(C2)C[C@@H](C(N)=O)N(C(=O)c2ccc(Cl)cc2)C3)c1` (some centres undefined) gave WRN inhibitor 5%, EPAC1 agonist 1%, PLK1 PBD block -9%, EPAC2 ag 11%, PI5P4K alpha inh 4, CCT chaperon mod 0.5, EPAC1 antag -4% and IL-2 act 1.2.
`Nn1c(SCc2cc([N+](=O)[O-])cc3c2OCOC3)nnc1-c1cccnc1` gave WRN inhibitor 6%, EPAC1 agonist 5%, PLK1 PBD block -10%, EPAC2 ag 7%, PI5P4K alpha inh -3, CCT chaperon mod -2.6, EPAC1 antag 2% and IL-2 act 0.4.
CC(C)C(=O)NC(=S)Nc1sc2c(c1C(N)=O)CCCC2 was read as WRN inhibitor inconclusive, EPAC1 agonist 8%, PLK1 PBD block 19µM*, EPAC2 ag 6%, PI5P4K alpha inh -54*, CCT chaperon mod -0.4, EPAC1 antag 4% and IL-2 act 0.1.
For CC(=O)Nc1ccc(NC(=O)c2ccc(Cl)nc2)cc1 the results were WRN inhibitor 0%, EPAC1 agonist 8%, PLK1 PBD block 7%, EPAC2 ag 4%, PI5P4K alpha inh -5, CCT chaperon mod -0.7, EPAC1 antag -28% and IL-2 act 0.2.
Screening COc1ccc(F)cc1S(=O)(=O)NC(Cc1ccccc1)C(N)=O (centres undefined) returned WRN inhibitor 5%, EPAC1 agonist 2%, PLK1 PBD block -12%, EPAC2 ag 3%, PI5P4K alpha inh 3, CCT chaperon mod -1.6, EPAC1 antag -20% and IL-2 act 0.5.
Cc1cc2c(=O)n(C)c(SCC(=O)Nc3ccccc3C)nc2s1 was read as WRN inhibitor -4%, EPAC1 agonist 4%, PLK1 PBD block -10%, EPAC2 ag -3%, PI5P4K alpha inh -1, CCT chaperon mod 2.6, EPAC1 antag 0% and IL-2 act -2.6.
COc1ccc2nc3cc(Cl)ccc3c(C#N)c2c1 was read as WRN inhibitor -2%, EPAC1 agonist 10%, PLK1 PBD block -19%, EPAC2 ag 8%, PI5P4K alpha inh 4, CCT chaperon mod -1.5, EPAC1 antag 0% and IL-2 act 13.
For Cc1sc(NC(=O)c2ccccc2)c(C(c2ccc(Cl)cc2)N2CCN(CCO)CC2)c1C (centres undefined) the results were WRN inhibitor -10%, EPAC1 agonist 4%, PLK1 PBD block -4%, EPAC2 ag 2%, PI5P4K alpha inh -11, CCT chaperon mod 0.8, EPAC1 antag -21% and IL-2 act -3.6.

Pulled by compound from the list above:
Screening COc1ccc(N2C(=O)CCC(C(=O)N3CCCCC3)C2c2ccc(OC)c(OC)c2)cc1 (centres undefined) returned WRN inhibitor -10%, EPAC1 agonist -3%, PLK1 PBD block 0%, EPAC2 ag -2%, PI5P4K alpha inh 0, CCT chaperon mod 1.5, EPAC1 antag -2% and IL-2 act -1.5.
Screening CC1(NC(=O)CSc2nnc(-c3ccco3)n2Cc2ccccc2)CCS(=O)(=O)C1 (centres undefined) returned WRN inhibitor 1%, EPAC1 agonist 7%, PLK1 PBD block -5%, EPAC2 ag 6%, PI5P4K alpha inh -4, CCT chaperon mod -2.2, EPAC1 antag -6% and IL-2 act -0.1.

Screening results as filed in PubChem.

These rows are one share of the data; rates above refer to the full screens.
